pPAFAH FP inh: pPAFAH enzyme inhibitors, primary screen, biochemical, fluorescence polarization, human | Platelet-activating factor acetylhydrolase (Homo sapiens), Q13093 | recombinant pPAFAH, FP-rhodamine probe fluorescence polarization | inhibition, % at 3.39 µM | actives 1.5% (n = 330,000);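 active = inhibition above the mean inhibition across the screen plus 3 SD, cut at about 25% in these data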;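 note: inhibitors block binding of the rhodamine activity-based probe so polarization drops; 0% = enzyme with DMSO and 100% = wells lacking pPAFAH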
PAFAH1B3 inh: PAFAH1B3 enzyme inhibitors, primary screen, biochemical, fluorescence polarization, human. Platelet-activating factor acetylhydrolase IB subunit alpha1 (Homo sapiens), Q15102. recombinant PAFAH1B3, FP-rhodamine probe. inhibition, % at 3.39 µM. actives 0.28% (n = 340,000). AID 492972, 2010;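 active = inhibition above the screen-wide average of all tested compounds plus 3 SD, cut at about 25% in these data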;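 note: 0% = enzyme with DMSO only and 100% = wells lacking PAFAH1B3 protein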
Target sequence (Q15102 whole entry, looked up): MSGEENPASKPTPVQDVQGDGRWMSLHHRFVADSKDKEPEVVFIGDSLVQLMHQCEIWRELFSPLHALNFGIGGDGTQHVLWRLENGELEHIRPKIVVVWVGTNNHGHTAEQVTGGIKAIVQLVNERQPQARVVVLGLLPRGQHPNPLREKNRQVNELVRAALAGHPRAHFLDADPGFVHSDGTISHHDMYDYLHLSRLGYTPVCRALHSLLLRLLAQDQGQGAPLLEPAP
PAFAH1B2 FP inh: PAFAH1B2 enzyme inhibitors, primary screen, biochemical, fluorescence polarization, human. actives 1.2% (n = 340,000). recombinant PAFAH1B2, FP-rhodamine activity probe. inhibition, % at 3.39 µM;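 active = inhibition above the mean of all tested compounds plus 3 SD, cut at about 24% in these data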;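 note: 0% = enzyme with DMSO and 100% = wells lacking PAFAH1B2; many of its hits are not listed in these tables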
LYPLA1 counter: LYPLA1 inhibitors, primary screen, counter-screen for PME1 inhibitor project, biochemical, fluorescence polarization, FP-Rh probe ABPP; AID 2174, 2009; inhibition, % at 5.9 µM; Acyl-protein thioesterase 1 (Homo sapiens), O75608; recombinant LYPLA1; actives 0.16% (n = 320,000);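 active = inhibition above the mean of all tested compounds plus 3 SD, set per campaign, cut at about 14% in these data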;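 note: inhibitors block serine hydrolase probe labeling of LYPLA1 so polarization falls; 0% = enzyme with DMSO and 100% = wells lacking LYPLA1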
Target sequence (O75608 whole entry, looked up): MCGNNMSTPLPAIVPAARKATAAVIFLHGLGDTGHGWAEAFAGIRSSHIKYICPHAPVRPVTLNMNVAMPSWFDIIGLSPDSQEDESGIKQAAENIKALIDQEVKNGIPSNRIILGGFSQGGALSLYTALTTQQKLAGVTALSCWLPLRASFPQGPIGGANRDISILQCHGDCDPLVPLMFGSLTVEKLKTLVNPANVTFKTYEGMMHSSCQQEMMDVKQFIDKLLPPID
EBNA-1 inhibitor: EBNA-1 DNA-binding inhibitors, primary screen, biochemical, fluorescence polarization | inhibition, % at 14.8 µM | actives 0.34% (n = 300,000) | AID 1950, 2009; in the data active = inhibition above about 28%
ZTA DNA inh: ZTA (EBV) inhibition in EBNA-1 counter-screen; ZTA-DNA binding, fluorescence polarization; inhibition, % at 11 µM; actives 0.15% (n = 320,000); AID 2234; in the data active = inhibition above about 33%
PAFAH2 FP inh: PAFAH2 enzyme inhibitors, primary screen, biochemical, fluorescence polarization, human | inhibition, % at 3.39 µM | actives 0.99% (n = 340,000) | recombinant PAFAH2, FP-rhodamine activity probe;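 active = inhibition above the mean over all tested compounds plus 3 SD, cut at about 30% in these data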;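 note: inhibitors block probe labeling of enzyme so polarization drops; 0% = enzyme with DMSO and 100% = wells lacking PAFAH2 protein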
PREPL inhibitor: PREPL enzyme inhibitors, primary screen, biochemical, fluorescence polarization. Prolyl endopeptidase-like (Homo sapiens), Q4J6C6. recombinant PREPL, fluorescence polarization activity-based probe. inhibition, % at 5.96 µM. actives 0.68% (n = 320,000); in the data active = inhibition above about 43%;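 note: 0% = enzyme with DMSO and 100% = wells lacking enzyme; many of its hits are not listed in these tables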
LYPLA2 inh: LYPLA2 inhibitors, primary screen, counter-screen for PME1 inhibitor project, biochemical, fluorescence polarization, FP-Rh probe ABPP; actives 0.38% (n = 320,000); recombinant LYPLA2; inhibition, % at 5.9 µM; Acyl-protein thioesterase 2 (Homo sapiens), O95372;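 active = inhibition above the screen-wide mean plus 3 SD, limit set per campaign, cut at about 26% in these data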;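 note: 0% = LYPLA2 with DMSO and 100% = wells lacking LYPLA2 enzyme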
Target sequence (O95372 whole entry, looked up): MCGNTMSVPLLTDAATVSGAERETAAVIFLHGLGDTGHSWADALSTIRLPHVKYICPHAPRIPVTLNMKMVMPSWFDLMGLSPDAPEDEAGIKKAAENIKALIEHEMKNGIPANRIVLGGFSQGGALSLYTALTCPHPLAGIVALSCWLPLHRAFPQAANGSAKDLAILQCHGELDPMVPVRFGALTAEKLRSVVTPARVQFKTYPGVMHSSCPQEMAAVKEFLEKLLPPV
Active calls of the source: *; x = not tested or not shown. A portion of the library; rates above refer to the full screens.

entry | mol | PAFAH2 FP inh | LYPLA1 counter | PAFAH1B3 inh | pPAFAH FP inh | PREPL inhibitor
1 | CCCS(=O)(=O)N1CCCC(C(=O)N2CCC3(CC2)OCCO3)C1 (stereo not given) | 3 | -1 | 5 | -4 | 16
2 | CCC1C2CC3C4N(C)c5ccccc5C45CC(C2C5O)N3[C@@H]1O (stereo not given in full) | 3 | 2 | 0 | 1 | 30
3 | O=C1CCN(C(=O)Cc2ccccc2[N+](=O)[O-])CC1 | 4 | -3 | 9 | 0 | 9
4 | COc1nc(NC(C)C)nc(NC(C)C)n1 | -4 | -4 | 9 | 3 | 8
5 | COP(=O)(OC)Oc1ccc(C(O)C(Cl)(Cl)Cl)cc1 (stereo not given) | -1 | -2 | 5 | 3 | -3
6 | CP(C)(=O)CCC(=O)O | -5 | -4 | -7 | -8 | 0
7 | CCC(C)N1C(=O)/C(=C/c2ccc3c(c2)CCN3CCCCl)C(=O)NC1=S (stereo not given) | 25 | -4 | 1 | 19 | 12
8 | C/C(=N\NC(=S)Nc1ccccc1)c1c(O)n(C)c(=O)n(C)c1=O | 5 | 0 | 2 | 4 | 5
9 | CC(Cc1ccccc1)NC(=O)/C=C/C(=O)O (stereo not given) | -2 | 1 | 3 | 4 | 3
10 | Cc1cc(NC(=O)CCl)no1 | -4 | -4 | -3 | 0 | 2
11 | Cn1c(O)c(C=NC2CCCCC2)c(=O)[nH]c1=S | 5 | 4 | -1 | 3 | 8
12 | CN1CCN(c2nc(Cl)ncc2F)CC1 | -2 | 1 | 2 | 4 | 9

entry | PAFAH1B2 FP inh | ZTA DNA inh | EBNA-1 inhibitor | LYPLA2 inh
1 | 2 | -15 | -1 | 0
2 | 0 | 2 | -2 | 3
3 | -1 | 0 | -8 | -4
4 | 3 | 16 | 9 | 0
5 | 0 | -23 | 0 | 3
6 | -2 | 9 | 4 | -5
7 | 11 | 7 | 3 | -5
8 | 6 | 16 | 13 | 1
9 | 3 | -7 | -8 | 0
10 | 2 | 0 | 6 | 1
11 | -1 | 10 | 7 | 4
12 | 2 | -1 | 10 | 4

The list continues.
entry | mol | PAFAH2 FP inh | LYPLA1 counter | PAFAH1B3 inh | pPAFAH FP inh | PREPL inhibitor
13 | C#C[C@@]1(O)CCC2C3CCC4=C/C(=N/OCC(=O)NC(CCC(N)=O)C(=O)O)CC[C@]4(C)C3CC[C@@]21C (stereo not given in full) | 4 | -4 | -1 | 0 | 12
14 | C=CCn1c(O)c(C(C)=NCCCn2ccnc2)c(=O)[nH]c1=O | 4 | 2 | 1 | 0 | 10
15 | CN(Cc1ccccc1)C(=C(Cl)Cl)/C(=C1/NCCN1Cc1ccc(Cl)nc1)[N+](=O)[O-] | 3 | 4 | 4 | 5 | 16
16 | Cc1cc(=O)[nH]c(CCl)n1 | x | 1 | x | 3 | -6
17 | CC(C)c1cc(Br)c(NC(=O)Nc2cccnc2)c(Br)c1 | 3 | -5 | 6 | 5 | 3
18 | O=C1NC(=O)N(Cc2ccccc2Cl)C(=O)/C1=C/N1CCOCC1 | -2 | -5 | 8 | 9 | 4
19 | O=c1[nH]c(=O)n(Cc2ccccc2)c(O)c1/C=N/NCCO | x | -1 | x | -2 | 10
20 | COc1ccccc1CC1C(=O)C2CCN1CC2 (stereo not given) | 0 | -1 | 5 | 1 | -14
21 | O=c1cccc2n1CC1CC2CN(CC(O)CN2CC3CC(C2)c2cccc(=O)n2C3)C1 (stereo not given) | -6 | 0 | 0 | 3 | 15
22 | COC(=O)C1=C(c2c(C)noc2C)C[C@@H]2CC[C@H]1N2C(=O)NCCCOC(C)C | -3 | 1 | 4 | -2 | -1
23 | CCN(CC)C(=O)c1ccc(NC(=O)c2cc(S(=O)(=O)N3CCCCCC3)ccc2OC)cc1 | 8 | 1 | 8 | 0 | -7
24 | CCc1cc(=O)[nH]c(SCCCF)n1 | 8 | 1 | 9 | 4 | 4

entry | PAFAH1B2 FP inh | ZTA DNA inh | EBNA-1 inhibitor | LYPLA2 inh
13 | 1 | -20 | -21 | -2
14 | 7 | 8 | 4 | -2
15 | -7 | -2 | 14 | -4
16 | x | 0 | -1 | 1
17 | -2 | 5 | -6 | 4
18 | 4 | -13 | 10 | -5
19 | x | -7 | -5 | 2
20 | 3 | -10 | -3 | 2
21 | 1 | 8 | -24 | -4
22 | -5 | -2 | x | 1
23 | 6 | 4 | -1 | 7
24 | 1 | -4 | 0 | -6

A different layout for part of the listing above:
2. CCC1C2CC3C4N(C)c5ccccc5C45CC(C2C5O)N3[C@@H]1O (stereo not given in full)
3. O=C1CCN(C(=O)Cc2ccccc2[N+](=O)[O-])CC1
4. COc1nc(NC(C)C)nc(NC(C)C)n1
5. COP(=O)(OC)Oc1ccc(C(O)C(Cl)(Cl)Cl)cc1 (stereo not given)
6. CP(C)(=O)CCC(=O)O
7. CCC(C)N1C(=O)/C(=C/c2ccc3c(c2)CCN3CCCCl)C(=O)NC1=S (stereo not given)
8. C/C(=N\NC(=S)Nc1ccccc1)c1c(O)n(C)c(=O)n(C)c1=O
9. CC(Cc1ccccc1)NC(=O)/C=C/C(=O)O (stereo not given)
10. Cc1cc(NC(=O)CCl)no1
11. Cn1c(O)c(C=NC2CCCCC2)c(=O)[nH]c1=S

Compound | 2 | 3 | 4 | 5 | 6 | 7 | 8 | 9 | 10 | 11
PAFAH2 FP inh | 3 | 4 | -4 | -1 | -5 | 25 | 5 | -2 | -4 | 5
LYPLA1 counter | 2 | -3 | -4 | -2 | -4 | -4 | 0 | 1 | -4 | 4
PAFAH1B3 inh | 0 | 9 | 9 | 5 | -7 | 1 | 2 | 3 | -3 | -1
pPAFAH FP inh | 1 | 0 | 3 | 3 | -8 | 19 | 4 | 4 | 0 | 3
PREPL inhibitor | 30 | 9 | 8 | -3 | 0 | 12 | 5 | 3 | 2 | 8
PAFAH1B2 FP inh | 0 | -1 | 3 | 0 | -2 | 11 | 6 | 3 | 2 | -1
ZTA DNA inh | 2 | 0 | 16 | -23 | 9 | 7 | 16 | -7 | 0 | 10
EBNA-1 inhibitor | -2 | -8 | 9 | 0 | 4 | 3 | 13 | -8 | 6 | 7
LYPLA2 inh | 3 | -4 | 0 | 3 | -5 | -5 | 1 | 0 | 1 | 4

12. CN1CCN(c2nc(Cl)ncc2F)CC1
13. C#C[C@@]1(O)CCC2C3CCC4=C/C(=N/OCC(=O)NC(CCC(N)=O)C(=O)O)CC[C@]4(C)C3CC[C@@]21C (stereo not given in full)
14. C=CCn1c(O)c(C(C)=NCCCn2ccnc2)c(=O)[nH]c1=O

Compound | 12 | 13 | 14
PAFAH2 FP inh | -2 | 4 | 4
LYPLA1 counter | 1 | -4 | 2
PAFAH1B3 inh | 2 | -1 | 1
pPAFAH FP inh | 4 | 0 | 0
PREPL inhibitor | 9 | 12 | 10
PAFAH1B2 FP inh | 2 | 1 | 7
ZTA DNA inh | -1 | -20 | 8
EBNA-1 inhibitor | 10 | -21 | 4
LYPLA2 inh | 4 | -2 | -2

Later entries
entry | mol | PAFAH2 FP inh | LYPLA1 counter | PAFAH1B3 inh | pPAFAH FP inh | PREPL inhibitor
25 | CCCCn1c(C)c(C(=O)OCC)c2c(CN3CCCC3)c(O)ccc21 | 5 | -2 | -7 | 27* | 55*
26 | COC(=O)C1=C(c2c(C)noc2C)C[C@@H]2CC[C@H]1N2C(=O)N1CCC(C)CC1 | -5 | 0 | 9 | 0 | -1
27 | C=CCn1c(O)c(/C=N/N2CCCCC2)c(=O)[nH]c1=O | 7 | 0 | 3 | -3 | -7
28 | Cc1ccc(CN2CC3CC(C2)c2cccc(=O)n2C3)cc1 (stereo not given) | 6 | -4 | 9 | -5 | 3
29 | CC(O)(CS(=O)(=O)c1ccccc1)C(=O)Nc1ccc(C(F)(F)F)cc1 (stereo not given) | -1 | 2 | 3 | 3 | 9

entry | PAFAH1B2 FP inh | ZTA DNA inh | EBNA-1 inhibitor | LYPLA2 inh
25 | -5 | -2 | 2 | -3
26 | 0 | -3 | x | 2
27 | -1 | -9 | -4 | 4
28 | 7 | 5 | -13 | -4
29 | 1 | 10 | 7 | 0
